High-throughput results deposited in PubChem BioAssay by several laboratories.
Rtt109 HAT inh: inhibitors of C. albicans Rtt109/Vps75 HAT, primary screen, biochemical, ThioGlo CoA-SH fluorescence, plate reader. Histone acetyltransferase RTT109 (Candida albicans (strain SC5314 / ATCC MYA-2876)), …. purified Rtt109/Vps75, 4 h. inhibition, % at 34.9 µM. hit rate 0.16% among 330,000. AID 540336, 2011;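 active = inhibition of at least 50% in every replicate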
PKA-R2B activ: activators of PKA-R2B holoenzyme, primary screen, biochemical, fluorescence polarization, Cy5-IP20, human | PKA-R2B holoenzyme dissociation; R2B truncated from residue 108, S112A mutant; 0% DMSO only, 100% 113 µM cGMP | hit rate 0.079% among 340,000 | cAMP-dependent protein kinase catalytic subunit beta (Homo sapiens) + cAMP-dependent … | activation, % at 11.4 µM;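 active = activation above a cutoff set at the mean over all compounds plus 3 SD, cut at about 18% in these data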;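 note: higher means more holoenzyme dissociation and a rise in polarization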
Target sequence (P31323 whole entry, looked up, other chains not shown, the tested form may be a part): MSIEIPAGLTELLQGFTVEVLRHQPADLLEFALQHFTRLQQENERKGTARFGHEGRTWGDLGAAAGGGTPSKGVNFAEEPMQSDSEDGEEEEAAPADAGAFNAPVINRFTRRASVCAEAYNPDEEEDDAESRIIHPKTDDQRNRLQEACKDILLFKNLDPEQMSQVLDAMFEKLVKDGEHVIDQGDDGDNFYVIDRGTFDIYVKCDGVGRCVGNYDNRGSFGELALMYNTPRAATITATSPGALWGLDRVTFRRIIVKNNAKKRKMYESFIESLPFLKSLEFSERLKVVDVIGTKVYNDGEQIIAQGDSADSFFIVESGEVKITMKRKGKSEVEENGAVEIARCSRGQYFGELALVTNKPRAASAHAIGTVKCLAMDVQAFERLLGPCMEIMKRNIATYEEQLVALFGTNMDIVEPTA
Cardiac RTF inh: cardiac RTF calcium sensitivity inhibitors, primary screen, biochemical, IANBD-TnC fluorescence, EC70 calcium; inhibition, % at 7.15 µM; AID 493244, 2011; hit rate 0.12% among 340,000; IANBD-labeled cardiac RTF, Ca2+ fluorescence;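 active = inhibition above the mean inhibition of all tested compounds plus 3 SD, cut at about 17% in these data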;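 note: assay run at fixed EC70 calcium of 1.6 mM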
cardiac RTF act: cardiac RTF calcium sensitivity activators, primary screen, biochemical, IANBD-TnC fluorescence, EC20 calcium; Troponin I, cardiac muscle (Homo sapiens) + Troponin T, cardiac muscle (Homo sapiens) + …; IANBD-labeled TnC RTF fluorescence at EC20 calcium; 0% EC20 calcium, 100% full calcium; activation, % at 7.2 µM; hit rate 0.24% among 340,000; AID 493008, 2010;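 active = activation above the mean over all tested compounds plus 3 SD, cut at about 30% in these data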;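 note: rise in fluorescence read as greater calcium sensitivity of cardiac thin filaments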
CAL PDZ FP-1: CAL PDZ peptide-binding inhibitors, primary screen, biochemical, fluorescence polarization, Cer-tagged CAL PDZ, HTS; Golgi-associated PDZ and coiled-coil motif-containing protein (Homo sapiens), Q9HD26; purified CAL PDZ, TMR-peptide fluorescence polarization, 1 h; inhibition, % at 20 µM; hit rate 0.02% among 330,000; AID 504414, 2011;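 active = highest replicate inhibition of at least 40%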;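 note: plate controls were DMSO neutral control wells for no effect and unlabeled competitor peptide control wells for full effect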
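Material – purified CerCALP PDZ construct · Detection – FP readout, S and P plane fluorescence · Measure – percent inhibition from loss of millipolarization · Controls – unlabelled peptide for full inhibition, DMSO wells as neutral · Probe or stimulus – TMR-labelled reporter peptide T*-PRC34 bound in PDZ groove · Times – 1 h at RT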
LANA DNA inh: inhibitors of KSHV C-LANA binding to DNA, primary screen, biochemical, fluorescence polarization, FAM-LBS DNA, MBP-C-LANA, single point | inhibition, % at 9 µM | hit rate 0.078% among 340,000;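 active = highest replicate inhibition at or above 60% at 9 µM, even if other replicates fall short; inactive = all replicates below 60% inhibition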;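 note: 0% = neutral control wells and 100% = 4 µM acridine orange control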
DAGLB inhibitor: DAGLB lipase inhibitors, primary screen, biochemical, fluorescence, HTS. inhibition, % at 5.17 µM. AID 504411, 2011. HEK293T DAGLB membrane lysate, EnzChek fluorogenic substrate. hit rate 0.059% among 340,000. Diacylglycerol lipase-beta (Homo sapiens), Q8NCG7; in the data active = inhibition above about 34%;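 note: 0% = enzyme with vehicle and 100% = wells lacking enzyme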
CAL PDZ FP-2: untagged CAL PDZ binding inhibitors, primary screen, biochemical, fluorescence polarization, HTS. Golgi-associated PDZ and coiled-coil motif-containing protein (Homo sapiens), Q9HD26. purified CAL PDZ, TMR-peptide fluorescence polarization, 1 h. inhibition, % at 24.9 µM. hit rate 0.92% among 300,000. AID 602252, 2012;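 active = mean inhibition of at least 30% with at least half of replicates also reaching 30%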;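 note: 0% = DMSO neutral control and 100% = excess unlabeled competitor peptide PRC23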
Keap1 Nrf2 FP: Keap1-Nrf2 protein-protein interaction inhibitors, primary screen, biochemical, fluorescence polarization, single point; AID 504523, 2011; inhibition, % at 9.4 µM; Keap1 Kelch-Nrf2 peptide fluorescence polarization, 1536-well; hit rate 0.15% among 340,000; in the data active = inhibition above about 12%;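 note: human Keap1 Kelch domain with fluorescein labeled Nrf2 9mer peptide probe; 0% = neutral control wells and 100% = peptide positive control; higher means more block of Keap1 binding to Nrf2 peptide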
Target sequence (Q14145 whole entry, looked up, the tested form may be a part): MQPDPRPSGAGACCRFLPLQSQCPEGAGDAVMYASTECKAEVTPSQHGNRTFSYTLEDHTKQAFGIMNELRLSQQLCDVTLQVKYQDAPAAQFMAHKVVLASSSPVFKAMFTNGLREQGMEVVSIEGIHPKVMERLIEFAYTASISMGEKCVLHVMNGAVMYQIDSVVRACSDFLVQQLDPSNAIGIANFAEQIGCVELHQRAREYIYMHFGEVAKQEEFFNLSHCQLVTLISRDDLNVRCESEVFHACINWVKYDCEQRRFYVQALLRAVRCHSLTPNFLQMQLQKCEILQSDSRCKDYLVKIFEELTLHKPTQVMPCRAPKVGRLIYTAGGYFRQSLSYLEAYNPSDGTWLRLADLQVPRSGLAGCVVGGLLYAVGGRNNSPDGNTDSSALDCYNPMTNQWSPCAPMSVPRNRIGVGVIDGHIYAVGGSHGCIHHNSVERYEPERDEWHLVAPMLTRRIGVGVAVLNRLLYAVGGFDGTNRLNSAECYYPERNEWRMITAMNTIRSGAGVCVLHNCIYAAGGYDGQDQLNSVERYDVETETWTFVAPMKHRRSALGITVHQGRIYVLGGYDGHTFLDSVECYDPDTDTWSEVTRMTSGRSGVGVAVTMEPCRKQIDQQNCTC
SR-BI DiI-HDL act: activators of SR-BI mediated DiI-HDL uptake, primary screen, ldlA[mSR-BI] CHO cells, DiI fluorescence | activation, % at 12.5 µM | hit rate 0.096% among 320,000 | 3 h; 100 = double the neutral-control signal;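 active = mean replicate activation of at least 60% and every replicate at or above 60%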;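 note: 0% = median plate neutral-control signal and 100% = twice that signal; values of inactives mirror those of a sister screen read the other way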
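Assay system: CHO ldlA[mSR-BI] cells, LDL receptor-null, SR-BI overexpressing; medium: Ham's F12 with 0.5% BSA, HEPES 25 mM, pH 7.4; also added: DiI-HDL 10 µg/mL; timing: 3 h uptake period with compound, 37 °C; signal: DiI fluorescence, bottom read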
An asterisk follows results filed as active; . = not tested or not shown. Compounds were not picked by outcome (roughly 1.6% active in at least one column).

SMILES	Rtt109 HAT inh	PKA-R2B activ	Cardiac RTF inh	cardiac RTF act	CAL PDZ FP-1	LANA DNA inh	DAGLB inhibitor	CAL PDZ FP-2	Keap1 Nrf2 FP	SR-BI DiI-HDL act
Cc1ccc(OCCN2CCN(C(=O)CCC(=O)Nc3nnc(C)s3)CC2)cc1	1	-4	-8	-8	-2.4	-0.5	0	-3	-5	-9
CCN(CC)S(=O)(=O)c1ccc(O)c(C(=O)OCC(=O)N(C)Cc2ccccc2)c1	5	6	0	4	-0.9	0.0	-2	0	2	8
COc1ccc(CSc2cccc3cccnc23)cc1[N+](=O)[O-]	2	-4	6	-5	-2.5	-0.7	-3	-1	-4	-42
O=C(c1ccco1)[C@@H]1[C@@H]2C(=O)N(c3ccc(Br)cc3)C(=O)[C@@H]2C2c3ccccc3C=CN21 (stereo partly specified)	-18	-9	-40	5	-0.5	0.2	3	-2	-5	-12
CN(Cc1ccccc1F)C(=O)c1cccc(NC(=O)CC2SC(N3CCCCC3)=NC2=O)c1 (stereo unspecified)	-5	-17	-16	-4	-1.8	2.1	-1	.	-6	-22
CCCCc1ccc(N=N/C(C(=O)Nc2ccccc2OC)=C(/C)O)cc1	-2	-14	-19	13	0.4	0.6	-1	0	-2	-17
CN(C(=O)c1ccc(N2CCCCC2)c([N+](=O)[O-])c1)C1CCS(=O)(=O)C1 (stereo unspecified)	2	0	3	-3	1.0	2.8	3	2	-3	-14
COc1cc(NC(=S)NC(=O)c2cc(C)cc(C)c2)ccc1NC(=O)c1cccs1	-6	9	-30	-6	-1.0	-0.6	-5	-3	0	-57
COc1ccc(C)cc1NC(=O)NC1CCCCCCC1	0	2	0	-4	-2.9	0.5	-3	-3	-1	-21
O=C(NCc1ccccc1)C(c1ccc(O)cc1)N(C(=O)Cn1nnc(-c2cccs2)n1)c1ccc2c(c1)OCCO2 (stereo unspecified)	-8	-4	1	7	-1.3	-1.9	-1	-4	-1	-1
Cc1cc(C)n(-c2nc(C)nc(NCc3ccccc3)n2)n1	-4	-2	-8	-4	.	-1.4	-2	3	1	-4
Cc1ccc(CNc2nc3ccccc3n3cnnc23)cc1	-11	10	-9	0	-1.9	0.2	-3	.	1	.
Cc1[nH]c2c(Cl)cccc2c(=O)c1CN1CCCCCC1	-7	-3	-6	-2	-0.3	-1.6	0	3	-3	-5
O=C(COC(=O)c1cccnc1Cl)NCCc1ccc(F)cc1	12	3	1	0	-1.1	1.1	-2	.	-7	-7
COC(=O)c1cn(NC(=O)Cc2ccc(Cl)cc2)c(=O)c2ccccc12	-9	13	4	-2	-0.5	-1.5	-2	-1	1	8
N#CC1=C(N)OC2=C(C(=O)CC(c3ccccc3)C2)C1c1ccoc1 (stereo unspecified)	4	-1	-24	5	-1.2	-1.4	-4	-4	-6	29
CN(CC(=O)OCC(=O)NC1CCCC1)S(=O)(=O)c1ccc(Cl)cc1	-11	3	2	-4	-0.6	0.2	-4	-6	-2	38
CC(C)=CCC/C(C)=C/CNC(=O)C[C@H]1C[C@H](C(=O)N2CCOCC2)[C@@]2(C)c3[nH]c4cc(-c5ccco5)ccc4c3CCN2C1=O	-6	-11	3	-7	0.3	-1.7	2	-4	-5	2
C(/C=C/c1ccco1)=N/N1CCN(c2ccccc2)CC1	8	-4	-8	-1	0.4	0.6	1	.	3	15
CCN1C(=O)c2ccc(C(=O)Nc3cccc(C(=O)O)c3)cc2C1=O	.	9	-10	9	0.2	-1.4	-1	0	-5	-20
CC(NCc1ccccc1O)C12CC3CC(CC(C3)C1)C2 (stereo unspecified)	-4	-4	-2	-4	-3.4	1.2	1	-3	-6	40
CC(=O)Nc1nonc1-c1nc2ccccc2n1N(C(C)=O)C(C)=O	-4	-6	-6	1	-1.8	2.1	-3	-1	-1	-9
O=C(CSc1ccccn1)N/N=C/c1cccc([N+](=O)[O-])c1	-8	2	5	3	-0.3	-0.9	-2	10	0	20
Cc1cccc(COCCN2CCN(S(=O)(=O)c3ccccc3)CCC2=O)c1	1	-15	8	3	0.5	-0.6	0	1	-7	-7
O=[N+]([O-])c1ccccc1S(=O)(=O)NCc1cccnc1	-19	-4	6	-3	-0.2	0.0	2	2	2	39
O=[N+]([O-])c1cccc2c(S(=O)(=O)N3CCCCC3)cccc12	13	-9	1	-3	-1.0	1.5	-4	0	-2	.
Cc1cc(/C=C(\C#N)C(=O)Nc2ccccc2)c(C)n1-c1ccc(C(=O)O)cc1	29	-11	0	1	-3.3	-0.2	1	2	0	.
O=C(Nc1nc(-c2ccc(S(=O)(=O)N3CCCC3)cc2)cs1)c1cccs1	5	5	-3	-2	-1.6	0.8	-6	-5	2	-66
CN(Cc1ccccc1)C(=O)COC(=O)CCC(=O)c1ccc(Cl)cc1	8	11	10	0	0.6	-0.1	-3	-7	-1	-6
Cc1ccc(-c2nnc(C)c(N3CC(C)OC(C)C3)n2)cc1 (stereo unspecified)	-10	4	-1	4	-1.0	-2.0	-4	-6	0	-4
Cc1ccc(N2CC(C(=O)Nc3ccccc3C(=O)NC3CCCCC3)CC2=O)cc1C (stereo unspecified)	-3	1	1	-3	0.1	0.3	2	1	-8	-32
Cc1ccc(C)c(OCCOCCN2CCOCC2)c1	-8	-9	1	-1	0.7	-0.8	2	-3	-2	14
CCOC(=O)N1CCN(C(=O)NC2CCCCC2)CC1	-3	3	-3	-2	0.1	2.5	3	0	-2	22
CCCC12CN3CC(C)(CN(C1)C3c1ccc3c(c1)OCO3)C2=O (stereo unspecified)	4	0	-5	6	-1.9	0.0	-3	-5	0	16
O=C(NCc1ccncc1)c1ccc(Cn2cc(C(F)(F)F)ccc2=O)cc1	-5	-5	-3	0	-1.6	0.7	-1	-4	-2	-9
Cc1ccccc1NC(=O)CCNS(=O)(=O)c1ccc2[nH]c(=O)oc2c1	-3	-6	-10	-7	-1.0	2.5	1	-7	-2	4
O=C(c1ccc(F)cc1)N(c1ccccn1)C1CCCCC1	2	14	-4	0	0.0	0.1	-2	8	-3	24
O=C(CCN1C(=O)/C(=C/c2ccc3c(c2)OCO3)SC1=S)NNC(=O)c1cccnc1	.	-1	-7	5	1.1	0.9	0	3	-2	-18
O=C(COC(=O)C(Cc1ccccc1)NC(=O)c1ccc(Cl)cc1)c1ccc(Cl)cc1 (stereo unspecified)	.	-9	-15	1	-2.1	-0.4	-8	1	-3	24
O=C(CC1CC2CCC1C2)OCC(=O)c1c[nH]c2ccccc12 (stereo unspecified)	5	-11	8	5	-3.0	0.0	-5	-4	-2	.
CC1CCCCN1S(=O)(=O)c1ccc(C(=O)Nc2nnc(-c3ccco3)o2)cc1 (stereo unspecified)	0	-3	-3	-3	-1.8	1.6	5	-3	-5	21
Cc1sc2ncnc(N(C)C3CCCCC3)c2c1C	0	9	-21	5	-0.5	-1.9	-5	-3	0	.
Cc1cc(C(=O)COC(=O)c2ccc(O)cc2O)c(C)n1-c1ccc(OC(F)F)cc1	11	-4	-2	-21	-1.8	0.3	-2	-1	0	-31
CCOC(=O)C=Nc1c(N)n(C)c(=O)n(C)c1=O	-9	-6	0	1	-2.1	4.2	-4	-3	-3	13
CCc1ccc(OCCCCN(C)Cc2ccccc2)cc1	.	0	1	0	0.5	-1.0	-8	-2	0	19
O=C(OCCCOC(=O)c1cc[n+]([O-])cc1)c1cc[n+]([O-])cc1	7	0	-2	-3	1.3	0.1	0	2	-1	23
CSc1ccc(-c2c(C#N)c(N)nc3c2CCCC3)cc1	-6	-5	-2	4	-1.1	-3.1	3	1	-1	4
O=C(CSc1cn(Cc2ccccc2)c2ccccc12)Nc1nccs1	-2	-6	0	4	-2.0	-1.2	0	.	-7	-19
O=S(=O)(c1ccccc1)N1CCN(c2cc(-c3ccccc3)nc3ncnn23)CC1	-8	3	-9	4	-2.4	1.0	-2	-2	-2	-9
COCCn1c(SCC(=O)N2CCN(c3ccccc3)CC2)nc2c(c1=O)SC(C)C2 (stereo unspecified)	-3	4	-7	0	1.4	-0.9	3	4	0	3
COc1ccc(CC(=O)NCc2ccco2)cc1OC	30	-1	-2	3	-3.3	0.4	0	-7	-1	0
CC(C)C(c1nnnn1C1CCCCC1)N1CCCc2ccccc21 (stereo unspecified)	3	-2	-2	3	-1.1	-1.9	-1	-3	0	-11
COc1ccc(C(=O)Nc2ccccc2C(=O)N/N=C/c2ccco2)cc1	1	-3	2	-3	-5.2	-1.7	-3	3	1	25
O=C(Nc1nc2c(s1)CCCC2)c1ccc(N2C(=O)CCC2=O)cc1	-2	-15	-2	6	-1.0	0.8	4	-4	4	-58
Cc1nn(-c2ccccc2)c(C)c1NC(=O)Cc1cccs1	6	-4	-9	-2	-0.6	1.0	-1	-3	-2	10
CSc1ccccc1NC(=O)c1cc(S(=O)(=O)N(C)C)ccc1N1CCCC1	2	-1	1	-1	-2.5	0.2	-1	-2	0	29
O=C1c2ccccc2NC(c2ccccc2)N1Cc1ccccc1 (stereo unspecified)	-6	-5	-3	5	-1.7	0.7	-2	.	-10	3
Cc1cc([N+](=O)[O-])c(NC2CCCCC2)c([N+](=O)[O-])c1	1	-1	-28	-4	0.5	-0.3	4	0	-2	-12
O=C(NCCNCc1cccc(Cl)c1)c1ccco1	10	1	0	-3	-4.6	1.1	4	.	-4	-1
CC(=O)Nc1ccc(N(C(=O)CNC(=O)c2ccco2)C(C(=O)NCc2ccco2)c2ccccc2)cc1 (stereo unspecified)	1	-15	1	-5	1.3	-1.8	2	-2	0	24
CCc1ccc(C(O)(C(C)C)C(CN2CCOCC2)c2ccccc2)cc1 (stereo unspecified)	-16	0	-6	2	-0.4	0.1	-10	22	0	15
